# Assay outcomes as filed in PubChem.
# S3 lipid droplet – qHTS Assay for Lipid Storage Modulators in Drosophila S3 Cells. Drosophila S3 cells, BODIPY lipid droplet fluorescence, 18-24 h; cells fed with added oleic acid. lipid storage change, negative = inhibition, % at the top dose, mostly 46.1 µM; hits show Potency in µM. actives 0.64% (n = 320,000); active = well fitted inhibition curve with a large enough effect in the signal ratio, with a control signal flat, not every such curve was filed as active; inconclusive = small, poorly fitted or top-dose-only effect, or effect the other way, or a change in a side signal; the % refers to the signal ratio
#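 Drosophila S3 cells loaded with oleic acid (400 uM, as added) and compounds at several concentrations; lipid droplets imaged by 488-nm laser-scanning cytometry, 500–530 nm intensity and object ratio to cell channel. Percent activity normalized to 20 uM Triacsin C.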
# S3 lipid droplet cell count max – recorded beside S3 lipid droplet, whose call it bears; cell number change, %; measured here: cell count max response;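 cells counted by Cell Tracker Red CMTPX staining in the red channel; peak over a dose series mostly up to 46.1 µM; percent activity relative to internal control wells on each plate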
# Starred values were filed as active, the others as inactive; i = inactive; ? = inconclusive; . = no result given; [ ] = dose if it differs, or a comment. % is scaled to controls: 0 for no effect and ±100 for the full control effect; potency is read from the fitted curve at half-maximal effect. This is a subset; count on the stated rates, not on these rows.
SMILES,S3 lipid droplet,S3 lipid droplet cell count max
C=CCc1c(C)nc(SCc2ccccc2)[nH]c1=O,?,.
CS(=O)(=O)N(CC(=O)Nc1ccc2c(c1)OCCO2)c1ccc2c(c1)OCO2,?,.
N#Cc1c(NCCO)nc(NCc2ccccc2)c2c1CCN(Cc1ccccc1)C2,?,.
COc1cc(C(=S)N2CCN(c3ccccc3Cl)CC2)cc(O)c1O,?,.
Cc1cc(C)n2nc(C(=O)Nc3cccnc3)nc2n1,i,15
CCCCc1nnc(NC(=O)C2=COCCO2)s1,18%,.
CC(=O)Nc1ccc(S(=O)(=O)NNC(=O)c2cc3c4ccccc4n(C)c3s2)cc1,?,.
CCOc1ccc(S(=O)(=O)N/N=C(\C)c2ccc(Cl)c(Cl)c2Cl)cc1,?,.
COc1ccc(C/C(C)=N/NS(=O)(=O)c2ccc(Br)cc2)cc1,-11%,-12
COc1ccc(C)cc1NC(=O)NC1CCCc2ccccc21 (configuration not stated),?,.
COCCNC(=O)CN(Cc1ccc(OC)cc1)C(=O)CCC(=O)Nc1nccs1,i,13
CCOCc1nnc(NC(=O)c2cc(OC)c(OC)cc2[N+](=O)[O-])s1,?,.
COC(=O)c1cc(OC)c(OC)cc1NC(=O)c1csc(C)c1,?,.
O=C(N/N=C/c1ccc(O)cc1)c1cc(C2CC2)[nH]n1,10%,-12
Cc1nn(CC(=O)Nc2c(F)c(F)cc(F)c2F)c(=O)c2cccn12,?,.
CCNC(=O)C1CCCc2c1[nH]c1ccc(Cl)cc21 (configuration not stated),-23%,7
Cn1c(=O)c2[nH]c(CN3CCN(Cc4ccccc4)CC3)nc2n(C)c1=O,?,.
COc1ccc(NC2=C(C(C)=O)C(c3ccc(OC)c(OC)c3)C(C(C)=O)C(C)(O)C2)cc1 (configuration not stated),-5%,-16
Cc1ccc2nc(Cl)c3nnnn3c2c1,?,.
CCOC(=O)Nc1oc2ccccc2c(=O)c1CN1CCOCC1,18%,6
COc1ccc(Nc2nc3ccccc3nc2NS(=O)(=O)c2ccc(NC(C)=O)cc2)cc1,-2%,21
Cc1ccc(O)c(N=NC2=C(O)CC(C)(C)CC2=O)c1,?,.
COc1ccc(C(=O)NCC(=O)N=Nc2c(O)n(Cc3ccccc3)c3ccccc23)cc1OC,17%,-12
Cc1ccc(N/C(C(Cl)=C(Cl)Cl)=C(/Cl)[N+](=O)[O-])c(C)c1,19%,12
CN1C(=S)SC(C)(C)C1/[N+]([O-])=C/c1cccnc1 (configuration not stated),?,.
Cc1cc(NC(=O)c2ccccc2NS(=O)(=O)c2c(C)c(C)cc(C)c2C)no1,?,.
Cc1c(C(=O)N(C)C(C)c2ccccn2)oc2c(F)cccc12 (configuration not stated),?,.
CCOC(=O)Nc1ccc2c(CN3C(=O)NC(CC)(CC)C3=O)cc(=O)oc2c1,?,.
CCCNc1c(NS(=O)(=O)c2ccc(C)c(C)c2)c(=O)oc2ccccc12,0.29µM*,-4.1*
Cc1cc(NC(=O)c2c([N+](=O)[O-])cnn2C)no1,21%,-7
O=C1CC(NC(=O)C(F)(F)F)=NN1c1ccccc1,?,.
Cc1ccc(-c2nnc(SCC(=O)n3c4c(c5ccccc53)CCCC4)o2)cc1,?,.
CCc1ccc(NC(=O)CSc2nc3[nH]ncc3c(=O)[nH]2)cc1,-18%,.
O=C(Nc1ccccn1)C12CC3CC(CC(C3)C1)C2,i,14
O=C(CCn1c(=S)oc2ccccc21)NCCC1=CCCCC1,12%,.
COc1ccc(Nc2nc(N)c([N+](=O)[O-])c(NC3CCCCC3)n2)cc1,?,.
CCCn1cc(S(=O)(=O)CC(=O)NC2CCCCC2)c2ccccc21,6%,-16
Cc1cc(C)n2nc(C(=O)OCCOc3ccc(F)cc3)nc2n1,?,.
Cc1ccc(-c2nnn3c2nc(Cl)c2ccccc23)cc1,5%,2
O=C(CSc1nnc(-c2ccc(OC(F)F)cc2)o1)NCc1cccs1,?,.

# The list goes on, overlapping the part above by 2 compounds.
SMILES,S3 lipid droplet,S3 lipid droplet cell count max
Cc1ccc(-c2nnn3c2nc(Cl)c2ccccc23)cc1,5%,2
O=C(CSc1nnc(-c2ccc(OC(F)F)cc2)o1)NCc1cccs1,?,.
COc1ccc(-c2nnc(SCC(=O)O)n2C)cc1OC,9%,-12
COc1ccc(C2CC3(CC(C)(C)NC(=O)N3)Oc3cc(O)ccc32)cc1 (configuration not stated),?,.
CC1C(=O)N2CCCc3cc(NS(=O)(=O)c4ccccc4)cc1c32 (configuration not stated),23%[0.0737 µM],.
CSc1ccc(C2(O)Cc3cccc[n+]3C2c2ccccc2)cc1 (configuration not stated),2%,18
O=C(NCc1ccccc1)[C@@H]1CSC2c3ccccc3C(=O)N21 (some centres not stated),?,.
O=C(Cc1nnc(NC(=O)Nc2ccc(F)cc2)s1)NCc1ccccc1,7%,8
Cc1ccc(S(=O)(=O)c2c(N)n(Cc3ccco3)c3nc4ccccc4nc23)cc1,?,.
CCN(CC(=O)NC(=O)NCc1ccccc1)CC(=O)Nc1cc(Cl)ccc1C,?,.
Cc1nc(-c2ccncc2)sc1C(=O)Nc1ccc(Cl)cc1,-9%,-5
CCC(C(=O)NCC1CCCO1)N(C(=O)c1snc(C(N)=O)c1N)c1ccc(Cl)cc1 (configuration not stated),i,20
N#Cc1ccsc1NC(=O)CN1CCN(Cc2ccccc2)CC1,11%,.
Cc1nn(CC(=O)Nc2ccc(Br)cc2F)c(=O)c2cccn12,?,.
Nc1ccn(CC(=O)NCCCc2ccccc2)c(=O)n1,?,.
Cc1cccc(C(=O)N2CC3(C)CC2CC(C)(C)C3)c1 (configuration not stated),?,.
CCOc1ccc(S(=O)(=O)N(CC(=O)N2CCC(C(N)=O)CC2)c2ccc(F)cc2)cc1,25%,-2
CC(=O)c1cccc(NC(=O)c2cccc(S(=O)(=O)N(C)C)c2)c1,?,.
CC1CCN(C(=O)c2cc(-c3ccc4c(c3)OCO4)on2)CC1,?,.
Cc1ccc(S(=O)(=O)N2CCCCC2)cc1NC(=O)COC(=O)c1ccccc1F,?,.
CCN(CC)S(=O)(=O)c1ccc(O)c(NC(=O)CN2CCc3ccccc3C2)c1,?,.
N#CCCn1cc(C(=O)Nc2ccccc2Br)c(-c2cccs2)n1,-5%,8
CC(=O)NCC(=O)OCC(=O)Nc1nc(-c2ccccc2)cs1,13%,.
O=C(Nc1ccccc1-c1nnc(SCc2ccc(Cl)cc2)o1)c1ccccc1,i,.
O=C(Nc1cccc(Cl)c1N1CCOCC1)c1cc([N+](=O)[O-])ccc1N1CCOCC1,?,.
N#CCSc1nnc(Cc2ccc3c(c2)OCO3)o1,15%,-8
OCc1ccccc1OCCCOc1cccc2cccnc12,?,.
Cc1ccc(S(=O)(=O)N(C)C)cc1NC(=O)COC(=O)CC1CCCC1,?,.
CC(CCC(=O)O)(c1ccc(O)cc1)c1ccc(O)cc1,?,.
CC(=O)c1cccc(N(CC(=O)Nc2ccc(S(=O)(=O)N3CCCC3)cc2)S(C)(=O)=O)c1,?,.
CCOC(=O)c1nc(C)n(-c2ccc([N+](=O)[O-])cc2)n1,?,.
CCCn1cnc2cc(NCc3cccs3)ccc21,?,.
COc1ccc(NC(=O)CN(C)CC(=O)Nc2ccc(Cl)cc2[N+](=O)[O-])cc1,-2%,-8
NNC(=O)c1oc2nc(-c3ccccc3)cc(-c3ccccc3)c2c1N,13%,9
COc1cccc(NC(=O)CCC2CCN(Cc3nccs3)CC2)c1,i[0.369 µM],-4
Cc1csc(/N=C/c2ccc([N+](=O)[O-])cc2)n1,i,17
Cc1cc(=O)[nH]c(N/N=C/c2cccc(Br)c2)n1,?,.
CSCCC(NC(=O)COc1ccccc1)C(=O)N1CCCCC1 (configuration not stated),?,.
CN(C)S(=O)(=O)c1ccc(N2CCCC2)c(C(=O)Nc2ccccc2)c1,?,.
CCn1c(SCC(=O)N/N=C/C=C/c2ccccc2[N+](=O)[O-])nnc1-c1ccccc1,-2%,-2
Cc1onc(-c2ccccc2Cl)c1C(=O)NCc1ccc2c(c1)cc(C)n2C,-12%,1
CCS(=O)(=O)c1nc(S(=O)(=O)c2ccc(C)cc2)c(NCCCN(C)C)s1,9%,1
CCOC(CNC(=O)Cn1nc(C)c2ccccc21)OCC,8%,-2
COC(=O)/C(C#N)=C/c1c(N2CCN(C)CC2)nc2ccccn2c1=O,4%,23
CN1C(=S)SC(C)(C)C1(C)NO (configuration not stated),1.6µM*,0.2*
Cn1c(=O)oc2cc(S(=O)(=O)Nc3cccc(F)c3)ccc21,6%,2
CCN(CC)CCCNCC(=O)Nc1ccc2c(c1)CCC2,?,.
Cc1nn(C)cc1C(C(=O)NC1CCCCC1)N(C(=O)Cc1cccs1)c1ccc(Cl)cc1 (configuration not stated),?,.
Cc1c(/C(Cc2ccccc2)=N/O)c2ccccc2n1C,-5%,0
O=C1CCC(=O)N(O)CCCCCNC(=O)CCC(=O)N(O)CCCCCNC(=O)CCC(=O)N(O)CCCCCN1,-25%,-13
Cc1c(/C=N/n2cnnc2)c2ccccc2n1CCOc1ccc(Cl)cc1,?,.
CCOC(=O)c1sc(=NC(=O)CCSc2ccccc2)n(C)c1C,?,.
COc1cc(C=C(c2nc3ccccc3s2)c2nc3ccccc3s2)ccc1O,?,.
CC(C)C[C@@H](CO)N1CCN(CCc2ccccc2)CCC1=O,?,.
COCc1cc(Sc2ccc(Cl)cc2)nc(C)n1,10%,28
CCOC(=O)c1cc(-c2ccc(/C=C3/C(=O)N(c4ccc(C(=O)O)cc4)N=C3C)o2)ccc1Cl,?,.
CN[C@H]1CCc2cc(OC)c(OC)c(OC)c2-c2ccc(N(C)CC(OC)OC)c(=O)cc21,19%,.
COc1ccc(Cc2nnc(NC(=O)CSc3ccc(C)cc3)s2)cc1OC,?,.
Cc1ccsc1C(=O)NCCc1ccco1,?,.
CC(C)(C)/C(O)=C/c1nc2ccccc2oc1=O,-10%,7

# Among those listed so far, these contain an aryl methoxy group:
SMILES,S3 lipid droplet,S3 lipid droplet cell count max
COc1cc(C(=S)N2CCN(c3ccccc3Cl)CC2)cc(O)c1O,?,.
COc1ccc(C/C(C)=N/NS(=O)(=O)c2ccc(Br)cc2)cc1,-11%,-12
COc1ccc(C)cc1NC(=O)NC1CCCc2ccccc21 (configuration not stated),?,.
COCCNC(=O)CN(Cc1ccc(OC)cc1)C(=O)CCC(=O)Nc1nccs1,i,13
CCOCc1nnc(NC(=O)c2cc(OC)c(OC)cc2[N+](=O)[O-])s1,?,.
COC(=O)c1cc(OC)c(OC)cc1NC(=O)c1csc(C)c1,?,.
COc1ccc(NC2=C(C(C)=O)C(c3ccc(OC)c(OC)c3)C(C(C)=O)C(C)(O)C2)cc1 (configuration not stated),-5%,-16
COc1ccc(Nc2nc3ccccc3nc2NS(=O)(=O)c2ccc(NC(C)=O)cc2)cc1,-2%,21
COc1ccc(C(=O)NCC(=O)N=Nc2c(O)n(Cc3ccccc3)c3ccccc23)cc1OC,17%,-12
COc1ccc(Nc2nc(N)c([N+](=O)[O-])c(NC3CCCCC3)n2)cc1,?,.
COc1ccc(-c2nnc(SCC(=O)O)n2C)cc1OC,9%,-12
COc1ccc(C2CC3(CC(C)(C)NC(=O)N3)Oc3cc(O)ccc32)cc1 (configuration not stated),?,.
COc1ccc(NC(=O)CN(C)CC(=O)Nc2ccc(Cl)cc2[N+](=O)[O-])cc1,-2%,-8
COc1cccc(NC(=O)CCC2CCN(Cc3nccs3)CC2)c1,i[0.369 µM],-4
COc1cc(C=C(c2nc3ccccc3s2)c2nc3ccccc3s2)ccc1O,?,.
CN[C@H]1CCc2cc(OC)c(OC)c(OC)c2-c2ccc(N(C)CC(OC)OC)c(=O)cc21,19%,.
COc1ccc(Cc2nnc(NC(=O)CSc3ccc(C)cc3)s2)cc1OC,?,.
